Arr AP2 block = human beta-arrestin and AP2 interaction inhibition | 340,000 tested, 0.31% active | FITC-arrestin peptide / GST-AP2 beads, flow cytometry; AP2 beta2 appendage carries R879A mutation | AID 504490 | inhibition, % at 10 µM;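 active = inhibition above a set limit, near 3 SD of compounds lacking own fluorescence, cut at about 54% in these data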;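 note: plate controls were DMSO wells for no effect and 5 µM unlabelled arrestin peptide for full effect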
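test system = AP2 appendage R879A on GSH beads | buffer or medium = PBS plus Tween 20 (0.05%) and BSA (0.1%) | incubation = 12 min plus 1 h, RT | detection = bead flow cytometry, FITC channel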
PKA-R1A act = activates the PKA-R1A holoenzyme complex. P00514+P68181. PKA-R1A dissociation, Cy5-IP20 fluorescence polarization; scaled: DMSO 0%, 113 µM cGMP 100%. activation, % at 11.4 µM. 340,000 tested, 0.083% active;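 active = percent activation above the mean of all tested compounds plus 3 SD, cut at about 19% in these data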;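 note: higher means more PKAc released from R1A so a rise in polarization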
PKA-R2B activ = activators of human PKA-R2B complex; activation, % at 11.4 µM; AID 504700; PKA-R2B holoenzyme dissociation, Cy5-IP20 fluorescence polarization; R2B truncated from residue 108, S112A mutant; 0% DMSO only, 100% 113 µM cGMP; 340,000 tested, 0.079% active;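 active = activation above a cutoff set at the mean over all compounds plus 3 SD, cut at about 18% in these data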;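 note: higher means more holoenzyme dissociation and a rise in polarization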
MITF TRPM1 HTS = increases MITF-driven TRPM1 promoter luciferase signal. SK-MEL-5 TRPM1-promoter luciferase, 24 h; % of positive control, neutral wells = 0. 300,000 tested, 0.75% active. activation, % at 12.5 µM;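 active = mean activation of at least 80% with every replicate also reaching 80%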;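 note: 0% = neutral control wells and 100% = parthenolide positive control wells; values of inactives mirror those of a sister screen read the other way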
CDK5 p35 inh = CDK5/p35 (human) kinase inhibition | Q00535+Q15078 | inhibition, % at 10 µM | 330,000 tested, 0.01% active | Recombinant CDK5/p35, ADP-Glo luminescence, 60 min;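 active = highest replicate inhibition of at least 50% and at least 75% of replicates reaching 50%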;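 note: plate controls were DMSO neutral control for no effect and GW8510 at 10 µM for full effect; many of its hits are not listed in these tables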
SR-BI DiI inh = blocks mouse SR-BI lipid uptake from DiI-HDL; inhibition, % at 12.5 µM; ldlA[mSR-BI] CHO cells, DiI-HDL uptake fluorescence, 3 h; 320,000 tested, 0.96% active;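 active = mean replicate inhibition of at least 70% and a set share of replicates each scoring 70 or more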;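 note: 0% = median of neutral control wells and 100% = median of positive control wells; values of inactives mirror those of a sister screen read the other way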
SR-BI DiI-HDL act = activators of SR-BI mediated HDL lipid uptake; activation, % at 12.5 µM; CHO ldlA[mSR-BI] cells, DiI-HDL uptake fluorescence, 3 h; 100 = double the neutral-control signal; 320,000 tested, 0.096% active;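 active = mean replicate activation of at least 60% and every replicate at or above 60%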;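 note: 0% = median plate neutral-control signal and 100% = twice that signal; values of inactives mirror those of a sister screen read the other way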
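Test system: SR-BI-overexpressing, LDLR-lacking CHO cells; Also added: labelled HDL, 10 µg/mL; Measured by: bottom-read cell fluorescence after medium removal, ex 550/em 595 nm; Timing: 3 h uptake period with compound, 37 °C; Buffer or medium: F12, 0.5% BSA, 25 mM HEPES; Doses: single compound concentration, delivered by pin transfer.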
dFosB activator = activators of mouse delta FosB homodimer | purified delta FosB, TAMRA-CDK5 oligo fluorescence polarization; percent of positive-control signal above neutral wells | activation, % at 25 µM | 340,000 tested, 0.99% active;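 active = mean activation above about 17%, with every replicate also reaching it, limit read from the data, passing the limit was not always enough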;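 note: fluorescence polarization rise as delta FosB binds a TAMRA Cdk5 AP-1 oligo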
SUMO Mot1 rescue = blocks SUMOylation pathway, rescuing yeast Mot1-301 growth; S. cerevisiae Mot1-301 growth rescue, ATP luminescence, 38.5C; percent above DMSO median, 100 means doubled; 320,000 tested, 1% active; AID 2716; growth rescue, % at 18.8 µM;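 active = every valid replicate shows activation above 250% relative to neutral control wells; inactive = the rest, any valid replicate at or below 250%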;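 note: OY570 slx delta 5 strain wells were the positive control but not used for scaling; some compounds called inactive have numbers as strong as hits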
DSG3 Ab inh = human desmoglein-3 autoantibody binding inhibition; P32926; DSG3-coupled beads, scFv-anti-DSG3-GFP binding, flow cytometry; active compounds read low; binding (percent of control), % at 10 µM; 310,000 tested, 0.48% active; AID 588358;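 active = binding more than 3 SD below its plate's average and above zero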;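 note: hits lower antibody fragment binding to DSG3; some compounds called inactive have numbers as strong as hits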
Target sequence (P32926 whole entry, looked up, the tested form may be a part): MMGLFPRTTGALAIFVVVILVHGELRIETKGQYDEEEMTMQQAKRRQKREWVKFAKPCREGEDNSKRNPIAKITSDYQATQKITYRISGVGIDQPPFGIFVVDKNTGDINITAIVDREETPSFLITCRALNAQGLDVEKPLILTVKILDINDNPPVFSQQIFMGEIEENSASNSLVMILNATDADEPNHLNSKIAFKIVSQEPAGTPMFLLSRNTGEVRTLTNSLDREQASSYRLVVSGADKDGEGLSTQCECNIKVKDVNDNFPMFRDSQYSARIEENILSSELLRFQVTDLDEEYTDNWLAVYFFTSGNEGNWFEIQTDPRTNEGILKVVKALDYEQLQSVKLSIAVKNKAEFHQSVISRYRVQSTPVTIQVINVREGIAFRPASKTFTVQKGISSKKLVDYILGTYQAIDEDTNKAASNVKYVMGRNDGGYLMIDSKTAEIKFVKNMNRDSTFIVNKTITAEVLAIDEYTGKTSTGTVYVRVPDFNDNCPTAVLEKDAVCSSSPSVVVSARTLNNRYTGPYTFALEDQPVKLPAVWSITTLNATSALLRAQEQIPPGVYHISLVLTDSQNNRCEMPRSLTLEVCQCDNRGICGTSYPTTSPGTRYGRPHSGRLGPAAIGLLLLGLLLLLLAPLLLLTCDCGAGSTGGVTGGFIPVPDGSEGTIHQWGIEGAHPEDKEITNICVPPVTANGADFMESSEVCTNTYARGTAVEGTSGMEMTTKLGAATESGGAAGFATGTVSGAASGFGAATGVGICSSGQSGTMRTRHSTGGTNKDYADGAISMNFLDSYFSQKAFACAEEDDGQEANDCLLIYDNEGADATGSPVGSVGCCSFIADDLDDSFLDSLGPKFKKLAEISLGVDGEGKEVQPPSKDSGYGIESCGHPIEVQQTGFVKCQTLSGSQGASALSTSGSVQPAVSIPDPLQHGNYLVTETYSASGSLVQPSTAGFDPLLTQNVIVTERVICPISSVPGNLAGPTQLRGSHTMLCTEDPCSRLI
NSD2 HMT inh = NSD2 (human) methyltransferase inhibition. NSD2 peptide methylation, AlphaScreen, 120 min. AID 743445. inhibition, % at 12.5 µM. O96028. 310,000 tested, 0.54% active; in the data active = inhibition above about 50%
Active calls of the source: *; nt = not tested or not shown.

SMILES	Arr AP2 block	PKA-R1A act	PKA-R2B activ	MITF TRPM1 HTS	CDK5 p35 inh	SR-BI DiI inh	SR-BI DiI-HDL act	dFosB activator	SUMO Mot1 rescue	DSG3 Ab inh	NSD2 HMT inh
COc1ccccc1NS(=O)(=O)c1cccc(NC(=O)c2nc3nc(C)cc(C)n3n2)c1	5	2	-2	nt	-1.0	25	-25	-24	3	nt	1
O=c1oc2ccc3ccccc3c2cc1-c1nc2ccccc2o1	9	-2	-14	8	0.8	-28	28	-4	-2	95	-5
Cc1ccc(S(=O)(=O)N2CCOCC2)cc1NC(=O)Cn1cc(C(F)(F)F)cc(Cl)c1=O	9	-4	-10	6	-0.5	-34	34	-12	-15	81	-1
O=C(NCC(c1cccnc1)N1CCOCC1)C1CCCCC1 (configuration not stated)	-2	-5	5	nt	-1.3	-9	9	4	19	101	1
CC(C(=O)N1CCN(C(=O)c2ccco2)CC1)N1C(=O)NC2(CCCCC2C)C1=O (configuration not stated)	-17	1	1	-1	0.3	-19	19	4	-17	107	1
CN(C)CCCNC(=O)N1c2ccccc2C=Cc2ccccc21	8	-4	-6	0	1.2	-36	36	-6	11	117	2
COC(=O)C1=C(N)Oc2cc(C)n(C)c(=O)c2C1c1ccc(Cl)c(Cl)c1 (configuration not stated)	7	0	11	-3	0.5	-2	2	5	5	106	-2
COc1cccc(CN(C)C(=O)Cc2c[nH]c3ccccc23)c1	-1	7	1	2	-1.7	-2	2	-3	-3	108	21
CC(=O)Nc1nc2c(ccc3ccccc32)s1	-3	2	-9	nt	0.0	16	-16	3	3	99	-1
COc1ccc(C(C(=O)NCc2ccccc2)N(Cc2cccs2)C(=O)c2cnccn2)cc1 (configuration not stated)	-2	-7	-2	nt	-1.8	-8	8	-6	231	nt	18
Cc1cc(C)nc(Nc2nc(=O)c3ccccc3s2)n1	6	0	8	33	-3.0	4	-4	-2	nt	110	nt
O=C(CN(c1ccccc1)S(=O)(=O)c1ccccc1[N+](=O)[O-])Nc1ccccc1C(=O)N1CCOCC1	5	6	-4	4	-3.6	-14	13	-10	1	87	0
CC(C)c1ccc(N2C(=NC(=O)C3CC3)SC3CS(=O)(=O)CC32)cc1 (configuration not stated)	4	-8	6	-4	1.1	-1	1	-3	-3	103	-5
COc1cc(OC)nc(NC(=O)NS(=O)(=O)c2ccc(OC(F)(F)F)cc2)n1	5	-17	0	1	-0.2	13	-13	8	-4	105	nt
O=S(=O)(c1ccc(Cl)c2ccccc12)N1CCCC1	-54	-9	-3	3	0.2	-2	2	-10	-1	107	-11
c1ccc2c(NCC3CCCO3)nc(N3CCOCC3)nc2c1 (configuration not stated)	11	-3	-7	-9	1.7	8	-8	-12	184	98	nt
CCOc1ccc2nc(N3CCOCC3)nc(C)c2c1	-2	-10	-1	99*	-3.0	15	-15	-5	7	108	-9
COCc1c(Br)c(C)nc2sc3c(=O)[nH]nnc3c12	12	-2	2	3	-2.1	-10	10	-6	88	115	nt
COc1ccc(Cl)cc1NC(=O)CNc1ccccc1N1CCOCC1	-50	3	-1	-2	-2.2	-14	14	-4	-19	103	-2
O=C(Nc1cc(C(F)(F)F)ccc1N1CCOCC1)C1CC1	3	-1	-5	5	-0.3	-4	4	-2	-11	96	-1
CCOC(=O)Cc1nnc(NC(=O)c2ccccc2OCC)s1	1	-13	-5	7	0.4	50	-50	-1	3	104	3
Cc1ccc(C)c(NC(=O)CS(=O)(=O)c2cccc3nsnc23)c1	3	-1	2	-5	0.1	nt	nt	3	17	87	1
CS(=O)(=O)c1nc(S(=O)(=O)c2ccc(Cl)cc2)c(N2CCC3(CC2)OCCO3)s1	7	9	-13	-21	1.5	-16	16	-10	-3	99	16
Cc1c(C)c2ccc(OCC(=O)NCCCn3ccnc3)c(C)c2oc1=O	4	0	-10	8	nt	-6	6	-16	-8	99	2
Cc1cccc(C)c1OCc1nnc(SCC(=O)Nc2cccc(C(=O)N3CCOCC3)c2)n1C	15	3	8	-2	-0.7	9	-9	-2	-13	108	-2
COc1ccccc1N(C)S(=O)(=O)c1ccc(Cl)c(C(=O)NCc2cccnc2)c1	-2	-8	-8	-1	1.8	-5	5	-8	nt	103	-2
O=C(CC(C(=O)O)c1ccccc1)Nc1ccccc1 (configuration not stated)	40	-6	-2	1	-0.1	-13	13	4	7	97	9
CC(=O)N(C(C)=O)N1C(=O)c2cccc3c(N4CCOCC4)ccc(c23)C1=O	0	-14	-5	-4	3.1	-14	14	-7	nt	101	-1
COC(=O)c1cc(Cl)c(NC(=O)c2ccco2)cc1OC	1	-14	0	nt	1.4	6	-6	-17	-7	97	2
CSc1ncccc1C(=O)OCC(=O)c1ccc(Br)s1	-10	-15	-7	7	0.3	8	-8	1	5	86	-3
CN(C)/C=C/C(=O)c1ccc2noc(-c3ccc(F)cc3)c2c1	-14	0	-14	16	1.2	87*	-87	-3	450	103	0
CC1Cc2ccccc2N1C(=O)CCNS(=O)(=O)c1ccc2c(c1)CCC(=O)N2 (configuration not stated)	16	-3	-10	nt	-0.7	-3	3	-5	-7	97	-2
COc1ccc(N2CCN(C(=O)[C@@H](NC(=O)c3cc(OC)cc(OC)c3)C(C)C)CC2)cc1	7	-8	-11	-5	-0.2	20	-20	-10	-1	103	1
CCOC(=O)c1ccccc1NCN1C(=O)CSC1=O	-5	5	4	9	0.3	-6	6	0	0	99	-1
Cc1ccc([C@@H]2[C@@H]3C(=O)N(C)C(=O)[C@@H]3[C@]3(C)C(=O)N(Cc4ccc(-c5ccccc5)cc4)CC(=O)N23)o1	26	-3	3	5	-2.5	-34	34	0	11	92	nt
Cc1ccc(NC(=S)N(CCN(C)C)Cc2cc3cc(C)cc(C)c3[nH]c2=O)cc1	-1	-3	-5	-7	-0.6	-7	7	-14	-10	104	4
COc1ccc2c(Cl)c(-c3nnco3)sc2c1	-5	4	0	-3	-1.0	8	-8	-4	3	97	-4
Cc1ccc(N(Cc2ccccc2)C(=O)c2cccc(F)c2)cc1	-3	3	-1	28	0.4	-8	8	-4	-9	105	-3
COc1ccc(S(=O)(=O)NCc2ccc(C(=O)NCCCN3CCCC(C)C3)cc2)cc1 (configuration not stated)	36	-3	-17	24	nt	6	-6	-5	24	96	15
Cc1ccc(NC(=O)C(c2ccccc2)N2CCN(CC(=O)NC3CC3)CC2)cc1 (configuration not stated)	-8	0	-2	18	1.8	12	-12	-2	-2	105	0
CN1C(=O)c2ccc(NC(=O)c3ccc(Cl)cc3Cl)cc2C1=O	2	-3	-2	12	3.1	42	-42	3	45	117	1
COCCNC(=O)COc1ccc(Nc2ccccc2)cc1	26	-5	-1	nt	-0.8	-20	20	-1	6	nt	25
Cc1cc(C)n(C(=O)COc2ccccc2[N+](=O)[O-])n1	-1	6	0	nt	1.3	-17	17	-2	2	nt	0
CCN1C(=O)N[C@@H](CCc2ccccc2)[C@H](C(=O)OC)[C@H]1C	16	-15	-7	-3	-0.4	-13	13	-3	18	101	nt
COc1ccc(C2=NC(C)(C)Cc3cc(OC)c(OC)cc32)cc1	-10	-3	0	-6	-2.5	6	-6	6	-11	92	1
Cc1cccc(NC(=O)CSCC(=O)N(C)Cc2ccc(Cl)c(Cl)c2)c1	29	-16	3	1	0.6	-11	11	-20	8	nt	-3
O=[N+]([O-])c1ccc(NC(=S)NCc2ccncc2)cc1	-22	-11	-5	-3	2.5	-5	5	-1	-23	97	nt
O=C(O)CCn1cc(C(=O)O)c(-c2ccccc2)n1	0	2	4	-2	0.5	nt	nt	3	2	99	1
O=C(NCc1ccco1)c1ccc(S(=O)(=O)N2CCCc3ccccc32)cc1	-6	-15	8	3	1.3	76*	-76	-8	-2	81	-1
O=C(NC12CC3CC(CC(C3)C1)C2)OCCNC1CCCCC1	-21	-3	1	12	0.7	-18	18	-4	12	nt	1
(list continues)
SMILES	Arr AP2 block	PKA-R1A act	PKA-R2B activ	MITF TRPM1 HTS	CDK5 p35 inh	SR-BI DiI inh	SR-BI DiI-HDL act	dFosB activator	SUMO Mot1 rescue	DSG3 Ab inh	NSD2 HMT inh
Cc1cc(C)n(C(=O)CNC(=O)/C=C/c2ccccc2)n1	-1	0	-11	0	1.2	8	-8	5	-8	102	6
COc1ccc(CNCCC(c2ccc(F)cc2)c2ccc(OC(C)C)cc2)cc1OC (configuration not stated)	1	3	-6	nt	-0.5	8	14	1	-22	118	nt
Cc1cccc(CCNS(=O)(=O)c2ccc(S(=O)(=O)N3CCC(C)CC3)cc2)c1	0	-4	9	0	-0.9	2	-2	-4	16	103	4
CC(C)Cn1cnc2c1c(=O)n(CC(=O)Nc1ccc3c(c1)OCO3)c(=O)n2Cc1ccccc1	4	-12	-6	nt	0.1	-15	15	-5	33	103	4
Cc1ccccc1OCCC(=O)OCC(=O)NC1CCCC1	-7	-5	-10	-4	-0.7	-10	10	1	-2	105	26
CC(=O)c1ccc(N2CCN(C(=O)C3CCN(S(=O)(=O)c4ccc(F)cc4)CC3)CC2)cc1	11	8	0	1	0.1	7	-7	-7	17	103	-1
Cc1nn2c(-c3ccccc3)c(-c3ccccc3)nc2[nH]c1=O	16	7	-5	2	4.2	-4	4	6	6	nt	0
CN(C)CCSc1nnc2[nH]c3ccccc3c2n1	-4	-7	-3	-5	-0.6	-28	28	4	-23	129	9
CCn1c(=O)cc(N2CCN(Cc3ccccc3)CC2)[nH]c1=O	1	-2	5	nt	-0.2	-46	46	0	150	87	nt
CCc1cc(C(=O)N2CCN(c3ccccc3OC)CC2)sc1C	17	1	5	20	-0.1	nt	nt	-7	9	115	3
COCCCNC(=O)Cn1cnc2c(OCc3ccccc3)ncnc21	0	-7	-9	2	4.1	-8	8	1	8	95	nt
COC(=O)c1ccccc1NC(=O)c1nc(S(=O)(=O)Cc2ccccc2)ncc1Cl	22	-7	3	-93	-1.0	-6	6	9	-12	129	-2

High-throughput results deposited in PubChem BioAssay by several laboratories.
